CHRM4 agonist: agonists of human muscarinic M4 receptor (CHRM4). P08173. CHO-K1 hM4/Gqi5, Fluo-8 calcium fluorescence; vehicle 0%, full acetylcholine response 100%. activation, % at 3 µM. 360,000 tested, 0.14% active. AID 624127;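 active = activation above the run mean over all test wells plus 3 SD, cut at about 32% in these data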;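 note: peak over basal fluorescence ratio per well then scaled between controls; 0% = DMSO wells and 100% = acetylcholine at EC100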
Target sequence (P08173 whole entry, looked up): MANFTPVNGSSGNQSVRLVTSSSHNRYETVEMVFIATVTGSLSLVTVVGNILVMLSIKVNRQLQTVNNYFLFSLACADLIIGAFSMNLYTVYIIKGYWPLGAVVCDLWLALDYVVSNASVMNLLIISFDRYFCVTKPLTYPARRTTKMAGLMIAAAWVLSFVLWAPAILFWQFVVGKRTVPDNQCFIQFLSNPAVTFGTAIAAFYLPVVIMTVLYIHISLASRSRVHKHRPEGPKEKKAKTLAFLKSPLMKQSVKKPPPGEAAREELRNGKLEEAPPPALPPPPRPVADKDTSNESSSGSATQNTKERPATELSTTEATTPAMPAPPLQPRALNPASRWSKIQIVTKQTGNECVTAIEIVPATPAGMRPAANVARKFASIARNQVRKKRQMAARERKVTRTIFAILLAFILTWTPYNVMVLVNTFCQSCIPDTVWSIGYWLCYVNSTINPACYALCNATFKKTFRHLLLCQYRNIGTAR
CHRM4 antagonist: blocks acetylcholine activation of human M4 receptor | AID 624125 | P08173 | inhibition, % at 3 µM | 360,000 tested, 0.73% active | CHO-hM4 cells, ACh EC80, Fluo-8 calcium fluorescence;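 active = inhibition above its plate's cutoff, the mean inhibition of sample wells plus 3 SD, cut at about 27% in these data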;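 note: 0% = acetylcholine EC80 with DMSO and 100% = DMSO without agonist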
CHRM5 PAM: potentiates acetylcholine response at human M5 receptor | activation, % at 3 µM | AID 624038 | 360,000 tested, 0.3% active | CHO-K1 hM5, Fluo-8 calcium, ACh EC20 PAM; 0% = ACh EC20, 100% = ACh EC100;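 active = activation above the run cutoff, the mean activation of all test compounds plus 3 SD, cut at about 18% in these data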
Target sequence (P08912 whole entry, looked up): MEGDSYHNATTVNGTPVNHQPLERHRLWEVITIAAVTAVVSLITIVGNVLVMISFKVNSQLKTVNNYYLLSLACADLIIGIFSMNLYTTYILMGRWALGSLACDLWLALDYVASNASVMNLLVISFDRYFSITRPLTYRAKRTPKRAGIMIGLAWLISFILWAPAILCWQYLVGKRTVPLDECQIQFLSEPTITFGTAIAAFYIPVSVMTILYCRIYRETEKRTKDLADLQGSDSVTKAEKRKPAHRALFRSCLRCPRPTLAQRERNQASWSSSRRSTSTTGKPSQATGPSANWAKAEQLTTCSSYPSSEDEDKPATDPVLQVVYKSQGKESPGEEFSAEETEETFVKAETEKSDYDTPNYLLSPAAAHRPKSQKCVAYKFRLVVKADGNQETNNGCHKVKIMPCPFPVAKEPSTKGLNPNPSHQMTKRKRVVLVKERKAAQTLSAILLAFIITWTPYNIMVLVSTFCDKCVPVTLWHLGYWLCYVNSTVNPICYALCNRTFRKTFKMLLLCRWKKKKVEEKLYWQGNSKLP
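Test system: CHO-K1 hM5 cells / Doses: single-point, 3 µM nominal / Times: Post-acetylcholine fluorescence recording 140 s / Technique: Fluo-8 calcium fluorescence / Measure: Max/basal fluorescence ratio as % of EC20–EC100 ACh window / Benchmarks: low control EC20 acetylcholine (0%), high control EC100 acetylcholine (100%) / Replicates: one well per compound, no replicates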
M5 antag: antagonists of human muscarinic M5 receptor (CHRM5); P08912; CHO-hM5 cells, Fluo-8 calcium fluorescence, ACh EC80; inhibition, % at 3 µM; 360,000 tested, 0.59% active;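 active = inhibition above a per-plate cutoff, the mean of that plate's test compounds plus 3 SD, cut at about 27% in these data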;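 note: 0% = acetylcholine EC80 with DMSO and 100% = DMSO without agonist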
M5 ag: agonists of human muscarinic M5 receptor (CHRM5) | P08912 | 360,000 tested, 0.19% active | activation, % at 3 µM | CHO-K1 hM5 cells, Fluo-8 calcium fluorescence; 0% DMSO wells, 100% maximal acetylcholine response;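 active = activation above the run's mean over test compounds plus 3 SD, cut at about 23% in these data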;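 note: signal is peak over basal fluorescence ratio across the kinetic read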
CHRM1 PAM: potentiates human M1 receptor response to acetylcholine. P11229. CHO-K1 hM1, Fluo-8 calcium fluorescence, ACh EC20; 0% = ACh EC20, 100% = maximal ACh. activation, % at 3 µM. 360,000 tested, 0.088% active. AID 588819; in the data active = activation above about 19%, passing the limit was not always enough
CRFBP-R2 agonist: agonists of human CRF-binding protein/CRF-R2 receptor complex | HEK293 CRF-R2/CRF-BP, calcium dye fluorescence (FLIPR); percent of saturating CRF peptide response | 350,000 tested, 0.46% active | activation, % at 13.2 µM;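 active = activation of at least 50%, plus an integration ratio under a set limit after plate pattern correction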;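 note: plate controls were neutral control wells without compound for no effect and CRF at EC100 for full effect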
M4 PAM: potentiates acetylcholine response at human M4 receptor; activation, % at 3 µM; P08173; CHO-K1 hM4/Gqi5, Fluo-8 calcium fluorescence, ACh EC20; 0% = ACh EC20, 100% = maximal ACh; AID 624126; 360,000 tested, 0.4% active;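 active = activation above its plate's cutoff, the mean activation of sample wells plus 3 SD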; note: some results filed as inactive read as strong as hits
CHRM1 antagonist: blocks human M1 muscarinic receptor; CHO-K1 hM1, Fluo-8 calcium fluorescence, ACh EC80 antagonist; inhibition, % at 3 µM; 360,000 tested, 1.3% active;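 active = percent inhibition above its own plate's cutoff, namely the mean of that plate's compound wells plus 3 SD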;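 note: peak over basal fluorescence ratio during 140 s after agonist addition; 0% = ACh EC80 plus DMSO and 100% = DMSO alone without agonist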
Starred values were filed as active, the others as inactive; nt = no result given.

Start of the listing, in advance:
SMILES	CHRM4 agonist	CHRM4 antagonist	CHRM5 PAM	M5 antag	M5 ag	CHRM1 PAM	CRFBP-R2 agonist	M4 PAM	CHRM1 antagonist
CCCCOc1ccc(S(=O)(=O)NC(=O)C2(C)CCN2C(=O)Cc2ccccc2Cl)cc1 (centres undefined)	1	-1	-3	2	-1	2	nt	-2	-6
CCOC(=O)N1CCN(S(=O)(=O)c2cc([N+](=O)[O-])ccc2C)CC1	2	-4	3	7	-2	6	-0.2	-4	-7

This part in full, previewed entries included:
SMILES	CHRM4 agonist	CHRM4 antagonist	CHRM5 PAM	M5 antag	M5 ag	CHRM1 PAM	CRFBP-R2 agonist	M4 PAM	CHRM1 antagonist
CCCCOc1ccc(S(=O)(=O)NC(=O)C2(C)CCN2C(=O)Cc2ccccc2Cl)cc1 (centres undefined)	1	-1	-3	2	-1	2	nt	-2	-6
CCOC(=O)N1CCN(S(=O)(=O)c2cc([N+](=O)[O-])ccc2C)CC1	2	-4	3	7	-2	6	-0.2	-4	-7
COc1ccc(CNC(=O)Cn2nc([N+](=O)[O-])cc2C)cc1	1	-8	2	1	-1	0	-0.7	3	5
COCc1cc(C)nc2sc(C(=O)NC3CCCCC3)c(N)c12	0	-8	-5	6	1	-2	0.0	-3	5
Cc1ccc(CCNC(=O)C2CCCN2S(=O)(=O)c2ccc3c(c2)CCC(=O)N3)cc1 (centres undefined)	9	-16	-7	3	2	1	-1.5	10	-6
COc1ccc(CNC(=S)Nc2ccc(-c3ccccc3)cc2)cc1	3	-1	4	10	1	-5	-2.0	6	23
CN(C)c1ccc(-c2sc(Nc3ccccc3)n[n+]2-c2ccc(F)cc2)cc1	3	4	3	5	-1	13	-0.5	6	-6
C/C(CC(=O)NC1CCCCC1)=N\NC(=O)c1ccc(Br)cc1	1	-12	1	-11	8	11	-3.8	5	-13
CCOc1ccc(CN2C(=O)c3ccccc3C2C(=O)NCc2cccnc2)cc1 (centres undefined)	1	4	-9	0	-3	2	4.3	-2	-5
CSCC(=O)N1CCC(n2nccc2NC(=O)c2ccc3c(c2)OCO3)CC1	1	-10	0	2	-2	18	0.2	9	-19
COc1cccc(OCC(=O)N2CCC3(CC2)CC(=O)c2ccccc2O3)c1	5	-14	-2	-5	-2	3	-0.7	1	-8
Cc1ccc2nc(SCC(=O)c3cc(C)n(C)c3C)[nH]c2c1	2	-5	3	-1	-3	9	14	2	-16
[O-]/[N+](=C\c1ccc(F)cc1)c1ccccc1	1	3	2	0	2	8	-0.7	4	-5
Cc1ccn2c(=O)nc(SCC(=O)NCc3ccccc3Cl)nc2c1	1	7	1	0	-2	4	1.9	-1	-1
CCn1ncc(Br)c1C(=O)Nc1cccc(F)c1	0	-5	-1	1	-4	2	3.5	7	2
CC(C)NC(=O)c1ccc(-n2nc(C(F)(F)F)c3c2CCCC3)cc1	1	-5	-4	0	-2	0	9.9	-3	-2
CC(C)N(Cc1ccccc1)C(=O)CC(=O)N(Cc1ccccc1)C(C)C	3	11	2	0	0	8	-2.0	1	-6
Cc1cccc(CC(=O)Nc2ccc(C(=O)N3CCOCC3)cc2)c1	2	-3	7	2	-2	4	-1.0	4	-5
Cc1ccc(C2(C)NC(=O)N(CC(=O)Nc3ccc(N4CCOCC4)cc3N3CCOCC3)C2=O)cc1 (centres undefined)	4	-9	3	-1	5	10	-0.8	5	-9
CC1CCN(C(=O)c2ccc(NS(=O)(=O)c3ccccc3)cc2)CC1	2	-12	-8	-3	-1	7	-1.7	3	-5
O=c1[nH]c(/C=C\c2cccc(O)c2)nc(O)c1[N+](=O)[O-]	0	1	-3	6	-4	8	-1.9	0	-9
CCN(CC(=O)Nc1ccc(Cl)c(S(=O)(=O)N(C)C)c1)Cc1nc2ccccc2c(=O)[nH]1	5	8	2	2	1	0	-2.3	-6	7
CCCCCc1cc(=O)oc2c(C(CCN3CCN(c4ccccc4)CC3)c3ccc(N(C)C)cc3)c(OC)cc(OC)c12 (centres undefined)	-1	-4	-4	5	1	4	1.0	1	-1
COc1ccc(OCCSCc2nnc(NC(=O)Nc3ccc(Cl)cc3)s2)cc1	3	-3	5	-3	1	-6	2.2	2	11
Cc1cnc(C(=O)OCC(=O)Nc2sc3c(c2C(N)=O)CCCC3)cn1	1	-6	-9	2	0	11	1.1	6	-8
CC(C)n1c(CCCO)nc2ccccc21	0	5	6	-6	-1	5	1.5	6	-9
Oc1c(Br)cc(CNC2CCCCC2)cc1Br	-1	-2	4	11	2	10	-4.2	4	-10
CCS(=O)(=O)c1c(S(=O)(=O)CC)c2ccccn2c1C(N)=O	2	5	5	-4	-1	-3	0.6	-1	11
COc1cc(OC)cc(-c2c(-c3cccs3)c3cc(-c4ccn[nH]4)ccc3n2C)c1	0	17	6	4	3	12	0.2	-2	3
COc1ccc(CCNC(=O)COC(=O)c2ccc(OC)cc2OC)cc1	5	-19	-3	0	-2	3	-3.0	5	0
CC1CN(C(=O)c2cccn(Cc3c(Cl)cccc3Cl)c2=O)CC(C)O1 (centres undefined)	0	3	7	12	1	2	0.2	0	1
CC(=O)OC1CCC2(C)C(COc3ccc4ccc(=O)oc4c3)C(C)(O)CCC2C1(C)C (centres undefined)	5	-5	-6	1	-4	0	1.3	-8	12
Cc1ccc(S(=O)(=O)Nc2ccc(N(C)S(=O)(=O)c3ccc(C)cc3)cc2)cc1	5	-7	-25	13	0	-8	-6.4	-32	15
CN1CCc2c(sc3c2c(=O)n(-c2ccccc2)c2nnc(SCc4ccccc4)n32)C1	1	5	3	1	-13	4	2.3	-12	-7
CCNC(=S)NNc1ccccc1	1	-7	-2	6	-3	6	-1.5	-3	-7
CCOC(=O)C1=C(C)NC(C)=C(C(=O)OCC)C1C(=O)OCC(=O)N(C)C1CCS(=O)(=O)C1 (centres undefined)	0	2	10	8	0	1	1.0	6	-7
CCCNc1ncnc2onc(C)c12	0	2	-6	7	0	-5	0.7	-4	28
CCn1c(SCC(=O)Nc2ccccc2C(=O)OC)nnc1-c1ccoc1C	0	3	8	-4	-9	0	-1.4	3	1
Cc1cc(Nc2ccc(C)c(Br)c2)n2nc(C)nc2n1	-1	1	5	14	-2	5	-1.4	1	-7
O=C1C=CC(O)(c2cc(=O)c3c(O)cc(O)cc3o2)C=C1	-1	3	-4	10	1	8	-3.2	16	-8
Cc1ccc(S(=O)(=O)CCC(=O)Nc2ccc3c(c2)OCO3)cc1	1	-9	6	-8	3	15	-1.8	7	-23
COc1cccc(NC(=O)CN(C)C(=O)CCSc2ccc(C)cc2)c1	3	-5	12	-3	1	3	0.7	1	-8
CCOC(=O)N1CCN(C(=O)c2ccc(CNS(=O)(=O)c3ccc(C)cc3)cc2)CC1	2	-1	3	0	-1	11	-0.3	8	-24
O=C(CN1CCCC1)Nc1sc2c(c1C(=O)Nc1ccccc1)CCCC2	0	3	2	6	-1	5	-0.6	0	-12
CCCCc1ccc(NC(=O)COCC)cc1	0	-11	11	-18	-7	4	-4.6	9	14
O=c1[nH]nc(-c2ccc(F)cc2)cc1Cc1ccc(F)cc1	0	-3	1	3	1	5	0.8	-1	-16
COc1ccc(C(=O)N2CCN(C)C(C)C2)cc1OC1CCN(C(C)=O)CC1 (centres undefined)	1	1	0	6	-3	8	2.6	4	-8
CCOC(=O)c1c(N)sc2c1CCC1C(=O)N(C3CCCCC3)C(=O)C21 (centres undefined)	1	2	1	0	2	7	12	14	-10
Cc1ccc(C(=O)Nc2nc(COc3ccccc3)cs2)s1	10	8	-11	15	12	-17	1.4	-6	12
CCCCCC(=O)N/N=C/c1ccc([N+](=O)[O-])o1	1	-10	2	-13	-1	-3	2.0	8	-5

New compounds follow:
SMILES	CHRM4 agonist	CHRM4 antagonist	CHRM5 PAM	M5 antag	M5 ag	CHRM1 PAM	CRFBP-R2 agonist	M4 PAM	CHRM1 antagonist
COC(=O)C1CCN(c2nc3ccccc3nc2C(C#N)C(=O)OCC(C)C)CC1 (centres undefined)	0	-5	-3	5	-3	5	1.6	9	-6
O=C(CCC(=O)c1cccs1)OCC(=O)c1ccccc1	3	-14	-15	8	-1	11	0.1	6	-13
CC(C)NC(=O)C1C(c2ccc(C(F)(F)F)cc2)=Nc2ccccc2N1C(=O)c1ccco1 (centres undefined)	2	-13	0	1	-3	nt	nt	14	nt
Cc1ccc(NC(=O)CSc2nc3ccccc3nc2N2CCOCC2)cc1	0	-13	-2	3	-1	3	0.4	2	0
COc1cc(CN2C[C@@H](CO)O[C@@H](n3cnc4c(NC5CCCC5)ncnc43)C2)cc(OC)c1OC	2	-5	-3	3	7	7	nt	-1	-10
O=C(O)CSc1nnc(-c2cccc(S(=O)(=O)N3CCCCC3)c2)o1	1	5	9	0	4	7	0.3	3	-7
O=C(N/N=C\c1cccc(Cl)c1)c1ccc(Cn2cccn2)o1	1	-11	-13	8	0	5	-1.6	1	-3
COc1ccc(Cc2nn3c(Cn4nnc5ccccc54)nnc3s2)cc1	7	-8	-11	-9	-7	5	-0.5	-1	-1
O=C(CNC(=O)c1ccccc1Br)N/N=C\c1cc([N+](=O)[O-])cc(Br)c1O	1	6	-1	-6	1	-3	-0.9	-3	4
O=C(NCc1ccc(F)cc1)C(=O)NCC1OCCN1S(=O)(=O)c1ccc2c(c1)OCCO2 (centres undefined)	5	5	-1	2	1	9	-0.8	3	-18
CCOc1ccc(-c2cc(CCCC(=O)Nc3cccc(OC)c3)no2)cc1	3	4	-7	1	-4	-1	8.0	-11	0
COc1cccc(CN(C)C(=O)c2cc(S(=O)(=O)N3CCCC3)ccc2C)c1OC	2	8	6	0	-2	-2	0.5	-5	4
COc1ccccc1OCC(=O)Nc1ccccc1C(=O)N1CCCC1	0	-8	3	-3	-1	7	-1.1	4	-11
CCOc1nc(Nc2ccccc2F)nc(OCC)n1	-1	6	-4	9	-2	3	-2.4	1	-2
C[n+]1c2n(c3ccccc31)N=C(c1ccc(Br)cc1)CS2	1	5	4	-6	-4	2	0.4	7	-2
NC(=O)c1ccccc1N/C=C/C(=O)c1ccc(Cl)cc1	0	-9	-2	4	-4	-2	-0.1	6	-23
O=C(Nc1ccc(Cl)c(Cl)c1)c1cccnc1	5	-1	-8	17	1	5	1.7	-5	-1
CCOc1ccc(N(CC(=O)NCc2ccco2)S(=O)(=O)c2ccc(OC)c(OC)c2)cc1	2	8	2	-4	0	6	-1.0	1	-4
CNC(=O)C1(C)Cc2c(-c3ccc4c(c3)OCO4)ccnc2O1 (centres undefined)	0	-5	-4	6	2	6	nt	2	-10
Cc1ccc(Cc2c(C3CCCCC3)nc3ccc(Br)cn23)cc1	-2	-10	-4	5	-2	-4	nt	-5	-17
COC(=O)c1ccc(NS(=O)(=O)c2ccc3c(c2)n(C)c(=O)n3C)cc1	4	-2	-4	4	6	19	0.6	7	-18
CC(=O)N1CCc2cc(S(=O)(=O)NCCC(=O)N3CCc4ccccc4C3)ccc21	5	-14	0	11	5	9	-2.4	8	-4
CCCCS(=O)(=O)N1CCCC(C(=O)Oc2ccccc2OC)C1 (centres undefined)	0	-3	-2	2	2	7	-4.1	2	-11
